# SF-1 act – activates the human nuclear receptor SF-1. CHO-K1 Gal4-SF-1 LBD luciferase reporter; % increase over DMSO SF-1-specific signal. AID 522. activation, % at 10 µM. hit rate 1.9% among 65,000. Q13285;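 active means activation above the mean activation of all tested compounds plus 3 SD, cut at about 50% in these data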
#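 Compound – one dose, 10 µM compound, 1% DMSO · Test system – transient Gal4-SF-1 LBD reporter, CHO-K1 · Input – 4,000 cells in each well · Read-out basis – percent activation relative to DMSO median and mock-transfected background · Replicates – single measurement per compound · Technique – steady-glow luciferase luminescence, read after 15 min reagent incubation · Timing – 20 h compound treatment, 37 °C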
# NADH coupling – inhibitors of enzymes used to reach an NAD/NADH endpoint. coupled PK/LDH NADH assays, four targets. IC50, µM (series often up to 10 µM), inactives show at the highest dose inhibition. hit rate 0.02% among 65,000. AID 774;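 active means single-dose screening hits from any of four coupled enzyme assays that gave an IC50 when retested across doses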;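 further: the DPM-DC format reads NADH fluorescence rather than 340 nm absorbance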
# M1 antag – M1 muscarinic receptor (rat) antagonism; CHO-M1 cells, Fluo-4 calcium, ACh EC80 antagonist mode; stronger effect = lower value; hit rate 3.4% among 64,000; P08482; B-score at 10 µM;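 active means calcium fluorescence response, raw or row-and-column corrected B-score, differing from the plate sample mean either way at a set confidence level, mostly lower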
# Target sequence (P08482 whole entry, looked up): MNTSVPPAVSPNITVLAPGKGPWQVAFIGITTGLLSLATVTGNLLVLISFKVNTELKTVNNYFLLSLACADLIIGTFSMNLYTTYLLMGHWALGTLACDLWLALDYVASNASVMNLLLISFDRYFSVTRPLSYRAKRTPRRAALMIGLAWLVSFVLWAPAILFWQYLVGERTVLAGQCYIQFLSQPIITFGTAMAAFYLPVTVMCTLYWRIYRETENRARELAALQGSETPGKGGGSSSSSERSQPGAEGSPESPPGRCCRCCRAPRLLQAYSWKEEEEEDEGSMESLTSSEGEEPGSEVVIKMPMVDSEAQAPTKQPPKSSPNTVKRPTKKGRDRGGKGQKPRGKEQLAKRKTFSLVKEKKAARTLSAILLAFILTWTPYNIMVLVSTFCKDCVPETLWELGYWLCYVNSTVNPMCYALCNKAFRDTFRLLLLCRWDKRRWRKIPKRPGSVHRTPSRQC
# M1 agonist – agonists of M1 muscarinic receptor | B-score at 10 µM | hit rate 3% among 64,000 | CHO-M1 cells, Fluo-4 calcium fluorescence, agonist mode; stronger effect = higher value;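 active means fluorescence rise, raw or as B-score row- and column-corrected plate score, outside the 99.7% band of its plate's samples, either direction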
# Jurkat viability – cytotoxicity toward Jurkat cells. hit rate 1.2% among 56,000. Jurkat E6.1 viability, ATP luminescence, 48 h. AID 463. inhibition, % at 4 µM;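 active means inhibition above the mean inhibition of all tested compounds plus 3 SD, cut at about 28% in these data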
# D1 mod – allosteric modulators of human D1 dopamine receptor; hit rate 5.9% among 58,000; B-score at 10 µM; P21728; HEK293 D1, CRE-luciferase, dopamine EC30 potentiation; actives deviate in either direction;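 active means luminescence count or its row- and column-corrected plate score outside the 99.7% band of the plate's sample wells, on either side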
# Target sequence (P21728 whole entry, looked up): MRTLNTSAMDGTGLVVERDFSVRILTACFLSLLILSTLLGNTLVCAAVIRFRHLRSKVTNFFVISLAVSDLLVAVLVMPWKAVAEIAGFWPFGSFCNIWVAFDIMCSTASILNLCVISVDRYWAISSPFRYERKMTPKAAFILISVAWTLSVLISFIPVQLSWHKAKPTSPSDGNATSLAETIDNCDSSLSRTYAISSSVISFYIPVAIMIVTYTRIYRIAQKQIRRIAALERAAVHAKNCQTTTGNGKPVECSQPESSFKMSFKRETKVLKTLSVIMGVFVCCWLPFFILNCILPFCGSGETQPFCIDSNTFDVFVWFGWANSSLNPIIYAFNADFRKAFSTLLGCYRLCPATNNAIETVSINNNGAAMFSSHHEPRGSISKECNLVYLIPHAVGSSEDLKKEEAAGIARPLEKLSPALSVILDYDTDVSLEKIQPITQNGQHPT
# HEK293 NFkB inh – inhibitors of the PMA/ionomycin-induced NF-kB reporter in HEK293 cells; HEK-293 NF-kB luciferase reporter, luminescence; inhibition, % at 3 µM; hit rate 0.21% among 62,000; AID 465;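 active means inhibition above the mean of all tested compounds plus 3 SD, cut at about 40% in these data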;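 further: 0% = stimulated DMSO wells and 100% = 10 µM reference inhibitor 5653914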
#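 Timing: 1 h pretreatment, 16 h stimulation, 37 °C; system: HEK-293 cells with stable firefly luciferase reporter driven by four HIV NF-kB elements; doses: 3 µM once, 0.30% DMSO; measured by: luciferase luminescence; control set: DMSO and 10 µM reference inhibitor; repeats: single test; reagent: PMA plus ionomycin mix as NF-kB-activating stimulus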
# tolC growth inh – blocks growth of E. coli BW25113 tolC mutant; OD615; growth inhibition, % at 10 µM (by protocol); hit rate 2.2% among 65,000; AID 573;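 active means growth inhibition at or above a cutoff equal to the mean over every tested compound plus 3 SD, cut at about 60% in these data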;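 further: growth measured after 20 h incubation at 37 °C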
#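 test system = E. coli BW25113 ΔtolC::kan bacteria | medium = LB with kanamycin 50 µg/mL | signal = OD at 615 nm | schedule = 37 °C, 20 h exposure | evaluation = % inhibition of E. coli growth | compound dosing = one dose of 10 µM final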
# TNAP act mid DEA – activates human TNAP at intermediate phosphate acceptor concentration. purified TNAP, CDP-star luminescence, 100 mM DEA, 30 min; stronger effect = higher value; scale: 0 levamisole-inhibited, 1 vehicle-only enzyme. AID 813. activation factor at 20 µM. 64,000 tested, under 10 active. P05186;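 active means activation factor of at least 2 at 20 µM, relative to controls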
# * hit, by the source's call; . = not tested or not shown.
SMILES,SF-1 act,NADH coupling,M1 antag,M1 agonist,Jurkat viability,D1 mod,HEK293 NFkB inh,tolC growth inh,TNAP act mid DEA
CCC(CC)NC(=O)c1n[nH]c(=O)c2ccccc12,-11.1,0.0%,0.0885,-0.434,-8.8,-0.406,11.4,-20.3,1
Cc1ccc(S(=O)(=O)NCCSc2nnnn2-c2ccc(C(N)=O)cc2)cc1,-5.1,4.0%,0.355,-0.358,-0.6,0.0892,10.4,1.3,0.8
COc1ccc(F)cc1S(=O)(=O)NC1CC(C)(C)NC(C)(C)C1,-3.4,5.0%,0.161,0.787,1.2,-1.82,10.7,-22.2,0.9
O=C(CSc1nnc2ccccn12)N1CCc2ccccc2C1,44.5,5.0%,-1.28,0.0622,.,-0.0995,-2.0,-17.1,0.9
CCCOC(=O)C1[C@H]2C(=O)N(C(C)c3ccc(OC)cc3)C[C@]23C=C[C@H]1O3 (some centres not stated),1.0,4.0%,-0.0672,0.0847,1.8,0.0635,7.0,-4.9,0.9
O=c1cc(CN2CCN(CCO)CC2)c2cc3c(cc2o1)CCC3,-13.7,12.0%,0.361,-0.388,-3.2,.,28.6,-1.0,0.9
CCCOc1ccc(N2C(=O)CC(NCc3ccncc3)C2=O)cc1 (configuration not stated),-9.9,2.0%,0.00394,0.504,8.9,-0.249,11.4,-15.3,0.9
O=C(CCCc1ccccc1)NCCN1CCOCC1,-12.5,3.0%,-0.595,-0.332,12.0,0.111,13.9,-10.1,0.9
CS(=O)(=O)N1CCN(C(=O)c2cccnc2)CC1,-6.7,5.0%,-0.578,0.0794,-3.8,.,9.9,-6.6,1
CC(=O)NC(c1ccco1)c1ccc2cccnc2c1O (configuration not stated),-5.3,2.0%,0.595,-0.214,74.5*,1.25,9.1,-10.2,1.1

# Sorted by molecular weight (high to low): 10 of the compounds above.
SMILES,SF-1 act,NADH coupling,M1 antag,M1 agonist,Jurkat viability,D1 mod,HEK293 NFkB inh,tolC growth inh,TNAP act mid DEA
Cc1ccc(S(=O)(=O)NCCSc2nnnn2-c2ccc(C(N)=O)cc2)cc1,-5.1,4.0%,0.355,-0.358,-0.6,0.0892,10.4,1.3,0.8
CCCOC(=O)C1[C@H]2C(=O)N(C(C)c3ccc(OC)cc3)C[C@]23C=C[C@H]1O3 (some centres not stated),1.0,4.0%,-0.0672,0.0847,1.8,0.0635,7.0,-4.9,0.9
COc1ccc(F)cc1S(=O)(=O)NC1CC(C)(C)NC(C)(C)C1,-3.4,5.0%,0.161,0.787,1.2,-1.82,10.7,-22.2,0.9
CCCOc1ccc(N2C(=O)CC(NCc3ccncc3)C2=O)cc1 (configuration not stated),-9.9,2.0%,0.00394,0.504,8.9,-0.249,11.4,-15.3,0.9
O=c1cc(CN2CCN(CCO)CC2)c2cc3c(cc2o1)CCC3,-13.7,12.0%,0.361,-0.388,-3.2,.,28.6,-1.0,0.9
O=C(CSc1nnc2ccccn12)N1CCc2ccccc2C1,44.5,5.0%,-1.28,0.0622,.,-0.0995,-2.0,-17.1,0.9
CC(=O)NC(c1ccco1)c1ccc2cccnc2c1O (configuration not stated),-5.3,2.0%,0.595,-0.214,74.5*,1.25,9.1,-10.2,1.1
O=C(CCCc1ccccc1)NCCN1CCOCC1,-12.5,3.0%,-0.595,-0.332,12.0,0.111,13.9,-10.1,0.9
CS(=O)(=O)N1CCN(C(=O)c2cccnc2)CC1,-6.7,5.0%,-0.578,0.0794,-3.8,.,9.9,-6.6,1
CCC(CC)NC(=O)c1n[nH]c(=O)c2ccccc12,-11.1,0.0%,0.0885,-0.434,-8.8,-0.406,11.4,-20.3,1

# The list continues.
SMILES,SF-1 act,NADH coupling,M1 antag,M1 agonist,Jurkat viability,D1 mod,HEK293 NFkB inh,tolC growth inh,TNAP act mid DEA
CCC(=O)Nc1ccc(C(=O)n2ccc(C)n2)cc1,12.1,8.0%,-0.143,-0.411,-1.0,0.485,8.3,-13.8,1
Cc1cc(C)nc(NC(=O)NS(=O)(=O)Nc2ccc(Br)cn2)n1,-5.3,18.0%,-0.00454,0.231,-1.9,-1.16,5.5,-18.1,0.9
CC12CCC(C(=O)NC3CCCC3)(CC1=O)C2(C)C (configuration not stated),-8.1,5.0%,0.622,0.979,4.6,-0.445,14.0,-5.8,1
Cc1ccc(CSC2=NCCN2C(=O)c2ccco2)cc1,-2.6,3.0%,0.00849,1.34,-1.0,0.736,0.2,3.3,0.8
COc1ccccc1NC(=O)C1=C(C)Nc2nnnn2C1c1cccc(Br)c1 (configuration not stated),-19.3,4.0%,0.285,-1.54,3.6,-0.0263,0.8,8.0,1
CC(C)CC(c1nnnn1Cc1ccco1)N1CCN(C2CCCC2)CC1 (configuration not stated),9.2,5.0%,-0.0939,0.738,-0.1,0.0202,11.5,-12.5,0.9
O=C(c1cc2nc(-c3ccc(F)cc3)cc(C(F)(F)F)n2n1)N1CCOCC1,29.2,11.0%,-0.495,1.33,-6.5,0.923,16.8,-7.8,0.9
Cc1cc(C)cc(-n2nnc(C(=O)NCc3ccccc3)c2N)c1,31.9,5.0%,0.0484,1.99,-9.0,0.0191,6.5,-8.1,0.8
COc1ccccc1NC(=O)c1ccccc1SC,-3.7,5.0%,-0.194,1.07,3.9,.,3.9,-1.4,1
Cc1nnc2ccc(N3CCCC3)nn12,2.2,5.0%,0.49,-0.299,-8.4,-0.214,8.2,-6.0,0.9
CCOc1ccccc1NC(=O)C1C2C=CC(O2)C1C(=O)O (configuration not stated),-1.7,7.0%,0.722,-0.196,-4.2,4.75*,13.7,-13.9,0.9
COc1ccc(OC)c(S(=O)(=O)N2CCN(C)CC2)c1,-7.1,7.0%,.,-0.375,-0.8,0.0574,20.2,-6.9,1
CN(C)CCNc1nc2c(c(=O)[nH]c(=O)n2C)n1CCCc1ccccc1,-7.0,0.0%,-0.112,0.605,-4.6,0.158,8.0,-13.6,1
COc1ccccc1N1CCN(C(=O)C(Cc2ccccc2)NC(=O)C2CCCCC2)CC1 (configuration not stated),0.9,2.0%,-0.276,0.333,-9.3,0.652,21.1,12.4,0.9
Cn1nnnc1SCC(=O)NCCCc1ccccc1,-2.1,6.0%,0.659,1.05,-8.2,0.162,3.1,-1.2,0.9
Cc1nc2cc(-c3cccc(Cl)c3)nn2c(N2CCN(C(=O)c3ccco3)CC2)c1C,23.6,6.0%,-0.376,0.853,6.0,3.09,-4.5,20.6,0.9
COc1ccc(CCCc2nnc(SCC(=O)Nc3nc(C)cs3)n2C)cc1C,-13.6,5.0%,0.513,0.206,-1.0,-0.603,7.2,-3.2,0.9
CCn1c(C(O)c2ccc(C)cc2)nc2ccccc21 (configuration not stated),-8.8,3.0%,0.504,-0.431,.,.,18.7,12.5,1
CCOc1ccc2[nH]c(=O)c(CN(Cc3ccc(C)cc3)C(=O)N3CCCC3)cc2c1,1.7,9.0%,-1.03,0.469,-5.3,0.966,14.2,-5.9,0.9
Cc1cc(C)cc(N(C(C)C(=O)N2CCCCC2)S(C)(=O)=O)c1 (configuration not stated),2.5,7.0%,1.65,2.18,-8.8,0.206,9.0,-6.0,1
Cc1ccc(C2CC(C(F)(F)F)n3nc(C(=O)NCc4c(C)nn(C)c4C)c(Cl)c3N2)cc1 (configuration not stated),-40.9,6.0%,-0.0347,0.00983,25.3,-2.14,22.2,45.4,0.9
COCCN(C(=O)Cc1cccs1)c1nnc(-c2ccncc2)s1,-13.6,2.0%,0.00695,-1.34,8.4,0.899,3.4,3.7,1
O=C(CN1C(=O)C2CC=CCC2C1=O)Nc1ccc(-c2nnc3n2CCCCC3)cc1 (configuration not stated),-2.4,7.0%,0.668,1.37,-2.8,0.455,-1.1,-4.2,0.9
COc1ccc(OCC(=O)OCC(=O)Nc2ccc(S(=O)(=O)N3CCCCC3)cc2)cc1,-6.4,5.0%,0.255,-0.522,-5.3,.,12.1,-26.4,0.9
COc1ccc(OC)c(S(=O)(=O)n2nc(-c3ccccc3)cc2N)c1,-39.8,4.0%,0.262,-0.368,7.5,1.27,5.7,2.2,1
CC(=O)c1cn(CC(=O)NCc2cccnc2)c2ccccc12,-21.1,5.0%,0.0882,0.234,3.8,0.416,14.8,-21.6,0.8
O=C(CSc1nc2sc3c(c2c(=O)n1-c1ccccc1)CCCC3)NCc1ccco1,-35.3,11.0%,-0.654,-0.25,1.2,0.713,-7.1,-5.6,0.9
N#CCCn1c(C(C#N)(CCC#N)CCC#N)nc2ccccc21,-2.4,8.0%,-0.57,0.0659,3.9,-0.569,7.2,-11.3,0.9
CCN(CC)CCNC(=O)CS(=O)Cc1nc(-c2ccc(Cl)cc2)oc1C (configuration not stated),-1.9,4.0%,-1.13,0.0315,3.7,0.0217,2.3,-10.9,1
O=S(=O)(Nc1ccc2c(c1)OCCO2)c1cccc2nsnc12,-7.3,5.0%,-2.7*,1.05,-0.8,-1.48,25.2,7.5,.
N#CCSc1nnc(Cc2ccc3c(c2)OCO3)o1,13.9,7.0%,0.0365,-1.35,-1.5,-1.18,6.6,-14.3,0.9
O=C(c1ccco1)N1CCN(C(=O)C2CCCN(S(=O)(=O)Cc3ccccc3)C2)CC1 (configuration not stated),5.2,5.0%,0.0729,-0.544,.,-0.0399,10.1,-12.3,1

# Screening data deposited in PubChem by several laboratories.
